GSK3 alpha inh – blocks human GSK-3 alpha kinase. 320,000 tested, 0.1% active. AID 2650. ADP-Glo luminescence, 60 min. inhibition, % at 10 µM. P49840;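 in the data active means inhibition above about 50%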;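 further: GST-tagged GSK-3 alpha with peptide substrate and 25 µM ATP; 0% = DMSO neutral wells and 100% = GW8510 positive control wells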
RGS4 block – inhibitors of human RGS4; HEK293 M3R/RGS4 inducible, Fluo-4 calcium flux; stronger effect = higher value; triggered by carbachol at its EC20; B-score at 10 µM; 310,000 tested, 0.45% active; AID 463165;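 active means B-score, a plate-corrected calcium signal, over three deviations above library mean, with baseline fluorescence within five deviations of library mean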;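 further: RGS4 expression induced by doxycycline in cells with stable M3 receptor; B-score is computed from the integrated fluorescence ratio over baseline after carbachol; higher B-score means a larger calcium signal and so more RGS4 inhibition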
DYRK1A inh – blocks rat Dyrk1A kinase activity. Q63470. ADP-Glo luminescence, NFATc1 peptide. inhibition, % at 12.5 µM. 310,000 tested, 0.43% active. AID 504441; in the data active means inhibition above about 50%;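 further: plate controls were vehicle with enzyme for no effect and no enzyme for full effect; many of its hits are not listed in these tables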
RGS4 act – potentiators or activators of RGS4 | 310,000 tested, 0.92% active | AID 463111 | B-score at 10 µM | HEK293 M3R/inducible RGS4, carbachol calcium flux Fluo4; stronger effect = lower value;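 active means B-score of the integrated calcium signal more than 4 SD below the library mean, with starting fluorescence not abnormally high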;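 further: negative B-score means reduced calcium response which marks RGS4 activation or potentiation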
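System – HEK293 FlpIn-TREx cells, stable M3R, doxycycline-inducible RGS4 · Reagent – ECmax carbachol challenge · Times – compound preincubation 20 min at room temperature before agonist · Technique – Fluo4 fluorescence kinetic imaging of calcium · Measure – B score of integrated Fluo4 ratio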
KCNQ1 block – human KCNQ1 channel inhibition; B-score at 10 µM; 310,000 tested, 1.3% active; CHO-K1 KCNQ1, FluxOR thallium flux fluorescence; stronger effect = higher value;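 active means compounds whose thallium flux B-score, printed positive for inhibition, exceeds three library SD while starting fluorescence stays within three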;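 further: channel opened by potassium depolarization with thallium stimulus after 20 min compound exposure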
GSK3B inh – human GSK3beta kinase inhibition. P49841. activity score (negative = inhibition), % at 10 µM. 300,000 tested, 0.038% active. GST-GSK3beta kinase, ADP-Glo luminescence, 60 min; stronger effect = lower value;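 active means more than half of replicate wells score below -50%, meaning over 50% inhibition versus plate controls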;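 further: 0% = median DMSO wells and -100% = median GW8510 positive control wells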
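Test system: GST-tagged human GSK3beta kinase, cell-free; evaluation: activity score scaled between in-plate DMSO and GW8510 controls; measured by: ADP-Glo luminescence; incubation: 60 min reaction, RT; benchmarks: DMSO and 20 µM GW8510; reagent: peptide substrate plus 25 µM ATP (final); medium: Tris/MgCl2 kinase buffer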
KCNK9 inh – human KCNK9 channel inhibition | B-score at 10 µM | HEK293 KCNK9, FluxOR thallium flux fluorescence; stronger effect = lower value | Q9NPC2 | 310,000 tested, 1.2% active | AID 488922;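 active means ratio B-score over 3 SD below the library mean, with starting fluorescence within 5 SD of its mean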;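 further: negative B-score means less thallium flux so channel inhibition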
KCNK3 inh – human KCNK3 channel inhibition, primary screen. O14649. CHO-KCNK3 thallium flux, FluxOR fluorescence; stronger effect = lower value. B-score at 10 µM. 340,000 tested, 0.84% active;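 active means B-score under library mean minus 4 SD, starting fluorescence ratio at most library mean plus 5 SD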;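 further: more negative B-score means stronger inhibition of thallium flux through KCNK3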
KCNQ1 act – human KCNQ1 channel potentiation or activation; B-score at 10 µM; CHO-K1 KCNQ1, thallium flux FluxOR fluorescence; stronger effect = higher value; 310,000 tested, 0.35% active; P51787;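 active means fluorescence ratio B-score, a plate-corrected score, at least three library SD, with initial intensity B-score within 5 SD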
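assay system = CHO-K1 cells stably expressing KCNQ1 | medium = assay buffer, equal DMSO in all wells | timing = 37 °C overnight plating, 90-min dark dye load, 20-min compound pretreatment | measured by = kinetic FluxOR thallium fluorescence, 10-s 1-Hz baseline, 110-s post-stimulus read | measure = fluorescence change relative to baseline, converted to B score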
hERG rescue – compounds protecting human hERG from proarrhythmic drug block; activation (rescue from dofetilide block), less the hit threshold, % at 10 µM; AID 1511; Q12809; CHO-hERG, FluxOR thallium flux, dofetilide IC70 present; 310,000 tested, 0.51% active;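 active means activation above the mean of controls blocked by dofetilide plus 5 SD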;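 further: thallium influx through hERG after potassium depolarization seen as dye fluorescence rise; in these data hits start at about 4.7%; inactives centre near -7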
Target sequence (Q12809 whole entry, looked up): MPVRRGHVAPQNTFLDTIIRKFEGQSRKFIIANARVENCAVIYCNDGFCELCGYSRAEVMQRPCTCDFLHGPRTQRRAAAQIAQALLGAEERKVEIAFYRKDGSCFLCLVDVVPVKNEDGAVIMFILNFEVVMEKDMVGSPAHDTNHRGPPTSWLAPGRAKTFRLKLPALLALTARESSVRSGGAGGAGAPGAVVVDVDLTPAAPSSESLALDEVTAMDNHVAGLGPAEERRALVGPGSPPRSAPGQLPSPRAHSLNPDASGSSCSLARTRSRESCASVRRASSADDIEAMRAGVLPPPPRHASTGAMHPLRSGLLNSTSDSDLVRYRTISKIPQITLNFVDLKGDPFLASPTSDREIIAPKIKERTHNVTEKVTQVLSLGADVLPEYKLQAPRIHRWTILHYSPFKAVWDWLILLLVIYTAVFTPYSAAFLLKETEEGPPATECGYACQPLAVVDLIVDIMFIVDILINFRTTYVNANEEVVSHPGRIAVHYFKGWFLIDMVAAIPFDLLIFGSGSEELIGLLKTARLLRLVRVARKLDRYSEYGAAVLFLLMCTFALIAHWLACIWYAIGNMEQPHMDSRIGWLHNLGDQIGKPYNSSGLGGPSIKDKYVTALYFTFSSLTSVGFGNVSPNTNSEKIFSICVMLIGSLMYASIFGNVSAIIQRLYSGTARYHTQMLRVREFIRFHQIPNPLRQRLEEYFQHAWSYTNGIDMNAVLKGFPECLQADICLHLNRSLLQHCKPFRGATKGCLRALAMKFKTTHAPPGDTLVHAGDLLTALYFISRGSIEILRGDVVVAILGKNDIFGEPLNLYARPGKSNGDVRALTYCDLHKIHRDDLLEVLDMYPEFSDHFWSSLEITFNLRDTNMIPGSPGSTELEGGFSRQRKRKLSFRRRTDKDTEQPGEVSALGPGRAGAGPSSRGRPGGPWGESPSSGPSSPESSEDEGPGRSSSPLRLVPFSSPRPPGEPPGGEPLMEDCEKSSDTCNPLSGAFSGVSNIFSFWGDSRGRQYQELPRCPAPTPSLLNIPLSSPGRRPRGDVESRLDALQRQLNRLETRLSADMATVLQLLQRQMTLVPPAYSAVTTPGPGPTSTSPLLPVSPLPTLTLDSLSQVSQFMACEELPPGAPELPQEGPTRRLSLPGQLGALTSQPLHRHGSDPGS
PolyA inh – yeast polyadenylation inhibition | 300,000 tested, 0.02% active | calls only at 12 µM | S. cerevisiae SKY197-pL101 polyadenylation reporter, beta-gal luminescence; efflux-impaired pdr1/pdr3 knockout yeast; score 100 = 6 SD above DMSO | AID 1875;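 active means lowest replicate activity score at least 50, where 100 means six control SD above control mean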;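 further: yeast exposed to compound for 9 h at 30 °C; higher score means more reporter readthrough which indicates perturbed polyadenylation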
* = called active by the depositor; i = inactive; . = not tested or not shown; & = joins results of further samples. An excerpt (hit frequency here may not be typical).

structure	GSK3 alpha inh	RGS4 block	DYRK1A inh	RGS4 act	KCNQ1 block	GSK3B inh	KCNK9 inh	KCNK3 inh	KCNQ1 act	hERG rescue	PolyA inh
Cc1ccc(-n2nnc3c(=O)n(CC(=O)c4ccccc4)cnc32)cc1	1.1	i	5.0	i	i	1.8	i	i	i	-7.3	i
Cc1cc(Cl)ccc1OCC(=O)NCC(=O)N/N=C/c1ccco1	-1.6	i	-1.0	i	i	1.3	i	i	i	-9.7	i
Cn1c(SCC(=O)NCCNC(=O)CSc2nnc(C(F)(F)F)n2C)nnc1C(F)(F)F	.	i	-3.3	i	i	-2.0	i	i	i	-4.8	i
COc1cc(/C=N/NS(=O)(=O)c2ccc(Br)cc2)ccc1O	-2.3	i	-5.7	i	i	3.0	i	i	i	-15.0	i
CCN(CC)CCSc1nnc2c3cc(C)ccc3n(Cc3ccccc3)c2n1	8.7	i	.	-10.8*	i	-0.6	i	i	i	-10.6	i
COc1ccc(C)cc1N(CC(=O)NC1CCCC1)C(=O)Cn1nnc(-c2ccc(C)o2)n1	.	i	1.1	i	i	3.3	i	i	i	-9.9	i
COc1ccc(CCc2nc(C)ccc2O)cc1	0.2&1.3	i	1.0&7.3	i	i	-6.3&-4.0	i	i	i	-2.8&-6.0	i
Cc1ccccc1C(=O)Nc1ccccc1C(=O)N1CCC(C)CC1	0.6	i	-5.9	i	i	-1.0	i	i	i	-3.5	i
Cc1cc(=O)oc2cc(OS(C)(=O)=O)ccc12	-1.4	i	6.9	i	i	0.2	i	i	i	-15.2	i
COc1ccc(-c2nc(CS(=O)CC(=O)NC(C)CCc3ccccc3)c(C)o2)cc1OC (stereo not drawn)	-0.1	i	1.4	i	i	0.8	i	i	i	-9.4	i
CCC1Oc2ccccc2N(CC(=O)NCCN2C(C)CCCC2C)C1=O (stereo not drawn)	8.7	i	-7.0	i	i	5.6	i	i	i	7.2*	i
CCN1CCCC1CNC(=O)C(=O)Nc1ccc(OC)cc1 (stereo not drawn)	0.2	i	-5.4	i	i	1.8	i	i	i	0.4	i
COCCNC(=S)N1CCc2cc(OC)c(OC)cc2C1COc1cc(C)cc(C)c1 (stereo not drawn)	-1.8	i	1.6	i	i	-4.3	i	i	i	-6.0	i
Cc1cc(C)c(C(=O)/C=C/c2cccc3ccccc23)c(=O)[nH]1	0.5	i	6.0	i	i	1.9	i	i	i	-5.9	i
CN(c1ccccc1C(=O)Nc1cccc([N+](=O)[O-])c1)S(=O)(=O)c1ccccc1	-2.1	i	7.4	i	i	-0.1	i	i	i	-10.7	i
COc1ccc(-n2c(CSc3nc(C)cc(C)n3)nnc2SCC(=O)Nc2nccs2)cc1	-2.6	i	4.2	i	i	1.0	i	i	i	-7.3	i
O=C(Nc1ncc2c(n1)CC(c1ccco1)CC2=O)c1ccccc1 (stereo not drawn)	-2.7	i	-1.0	i	i	-0.6	i	i	i	-9.0	i
CCCCCSc1nc2c(cnn2-c2ccc(F)cc2)c(=O)[nH]1	-1.7	i	2.9	i	i	1.4	i	i	i	-10.3	i
COc1cc(/C=N/NC(=O)c2ccc(N(C)S(=O)(=O)c3ccccc3)cc2)cc(OC)c1OC	-1.7	i	-4.4	i	i	2.4	i	i	i	-0.6	i
CN1C(=O)c2ccccc2C(O)c2ccccc21 (stereo not drawn)	5.2	i	-2.1	i	i	0.4	i	i	i	-8.0	i
COCCn1cc(C(=O)NCc2ccco2)c2c3ccccc3n(C)c2c1=O	-1.3	i	-3.8	i	i	-2.1	i	i	i	-10.0	i
COc1cc(/C=N\N=C2/SC(CC(=O)O)C(=O)N2c2ccc(O)cc2)ccc1O (stereo not drawn)	-5.6	i	-0.4	i	i	-1.2	i	i	i	-2.2	i
COc1cccc(C2C(=O)c3ccccc3C2=O)c1	-5.4	i	.	i	i	3.7	i	i	i	-6.7	i
Cc1nn(-c2ccccc2)c(C)c1/C=N/n1c(-c2ccncc2)n[nH]c1=S	-1.1	i	6.2	i	i	-2.6	i	i	i	-10.6	i
CC(=O)N1CC(C)Sc2ccc(S(=O)(=O)NC3CCCCC3)cc21 (stereo not drawn)	0.4	i	0.1	i	i	2.7	i	i	i	-5.4	i

structure	GSK3 alpha inh	RGS4 block	DYRK1A inh	RGS4 act	KCNQ1 block	GSK3B inh	KCNK9 inh	KCNK3 inh	KCNQ1 act	hERG rescue	PolyA inh
O=C(CCC(=O)c1cccs1)NCc1ccc(Cl)cc1	0.9	i	3.1	i	i	-3.4	i	i	i	-4.5	i
OC(CNCCc1ccc(C(F)(F)F)cc1)COC(c1ccccc1)c1ccccc1 (stereo not drawn)	-0.2	i	5.0	i	i	-2.5	i	i	i	-26.6	i
CC(=O)C1=C(O)C(=O)N(c2ccc(O)cc2)C1c1ccc(C)cc1 (stereo not drawn)	-0.7	i	-0.8	i	i	1.3	i	i	i	-0.7	i
Cc1nn(CC(=O)NCc2ccco2)c(C)c1[N+](=O)[O-]	-2.0	i	1.2	i	i	0.4	i	i	i	-9.7	i
CC1=CC2=NC(=O)CC(C)(C(=O)N(CC(=O)NC3CCCC3)c3cc(C)cc(C)c3)N2C=C1 (stereo not drawn)	-0.2	i	12.7	i	i	1.7	i	i	i	-19.9	i
CCCCCCCCCCOC(=O)Cn1c(COc2cccc(OC)c2)[n+](C)c2ccccc21	23.7	i	-3.7	i	8*	-14.5	-17.1*	i	i	-30.7	i
COc1ccc(NC(=O)c2ccc(F)cc2)cc1S(=O)(=O)Nc1cc(C)ccc1Br	-1.8	i	1.2	i	i	3.1	i	i	i	-11.1	i
COc1cc(CN2CCSCC2)cc(OC)c1OC	-5.3	i	-1.0	i	i	-1.6	i	i	i	-6.0	i
CCc1ccc(Nc2ncc3c(n2)CC(C)(C)CC3=O)cc1	-2.4	i	.	i	i	-2.1	i	i	i	-2.0	i
O=C(O)C1CCCN1S(=O)(=O)c1ccc2[nH]c(=O)c(=O)[nH]c2c1 (stereo not drawn)	.	i	0.6	i	i	1.6	i	i	i	-9.7	i
O=C(c1cccs1)N1CCC(c2ccccc2)C1 (stereo not drawn)	-1.2	i	4.4	i	i	-1.1	i	i	i	-9.1	i
Cc1ccc(S(=O)(=O)NCC(=O)NCC(=O)OCC(=O)NC(=O)NC(C)(C)C)cc1C	-1.4	i	-1.5	i	i	1.1	i	i	i	-2.7	i
CC1CCCC(C)N1C(=O)c1cc(F)c(F)cc1Cl (stereo not drawn)	-0.4	i	14.1	i	i	0.1	i	i	i	-7.9	i
C/C(N)=C(/C#N)C(=O)CSc1nnc(-c2ccccc2)n1C	0.1	i	-4.5	i	i	3.4	i	i	i	-3.0	i
COC(=O)c1ccc(NC(=O)CNC(=O)C2CCCCC2)c(C)c1	3.9	i	1.7	i	i	1.9	i	i	i	-16.8	i
Cc1cc(C)n(CCC(=O)Nc2ccc3c(c2)OCCO3)n1	-1.3	i	-0.3	i	i	-1.5	i	i	i	-10.8	i
Cc1ccc(NS(=O)(=O)c2ccc3c(c2)c(=O)n(C)c(=O)n3C)cc1F	-1.1	i	-2.0	i	i	0.3	i	i	i	-5.0	i
CSc1ccc(CNC(=O)Cc2ccc(NC(=O)C3=C(C)OCCS3)cc2)cc1	-1.5	i	-7.7	i	i	-1.4	i	i	i	-2.3	i
NC(=O)COC(=O)c1ccccc1Nc1ccc(SC(F)F)cc1	-0.2	i	4.0	i	i	4.4	i	i	i	-9.3	i
Cc1nnc(NC(=O)C2=COCCO2)s1	.	i	1.7	i	i	3.4	i	i	i	-5.0	i
Cc1cc[n+](-c2nc3ccccc3nc2[N-]S(=O)(=O)c2ccccc2)cc1	-1.2	i	-0.2	i	i	0.6	i	i	i	-8.0	i
O=C(CSc1cccs1)Nc1ccc(Cl)cc1	1.3	i	2.8	i	i	3.3	i	i	i	-6.0	i
Cc1ccc(S(=O)(=O)N2CCC(C(=O)NCc3ccncc3)CC2)cc1	3.5	i	-5.3	i	i	0.8	i	i	i	-11.8	i
CC(=O)Nc1ccc(OCc2cccc([N+](=O)[O-])c2)cc1	-1.8	i	-1.6	i	i	0.4	i	i	i	-5.8	i
COc1ccc(F)cc1S(=O)(=O)N1CCC2(CC1)OCCN2S(=O)(=O)c1ccccc1	.	i	-0.7	i	i	1.9	i	i	i	-7.1	i

structure	GSK3 alpha inh	RGS4 block	DYRK1A inh	RGS4 act	KCNQ1 block	GSK3B inh	KCNK9 inh	KCNK3 inh	KCNQ1 act	hERG rescue	PolyA inh
COc1ccccc1CNC(=O)CCCc1nnc2n(C)c(=O)c3sccc3n12	1.5	i	3.4	i	i	-4.6	i	i	i	-7.8	i
Cc1cccc(NC(c2ccc(C)s2)c2ccc3ccc(C)nc3c2O)n1 (stereo not drawn)	-2.5	i	-1.8	i	i	-0.5	i	i	i	-7.3	i
COc1ccc(C(=O)Nc2ccc(NC(=O)c3cccc(OC)c3)cn2)cc1	-1.8	i	-6.9	i	i	1.3	i	i	i	-3.0	i
CCC(CC)C(=O)OCC(=O)Nc1cc(OC)c([N+](=O)[O-])cc1C	0.2	i	-3.7	i	i	-16.2	i	i	i	-4.3	i
CCCCOc1ccc(CC(=O)NCC(=O)O)cc1	-2.6	i	5.1	i	i	0.3	i	i	i	-2.8	i
CCOC(=O)c1cnc(-c2ccccc2O)nc1Cl	-2.0	i	3.3	i	i	2.1	i	i	i	-6.0	i
COC(=O)c1cccc(C(=O)N2CCCC(CNC(=O)c3ccccc3Cl)C2)c1 (stereo not drawn)	-0.5	i	12.4	i	i	2.7	i	i	i	-11.8	i
O=C(NCCc1csc(-c2ccc(Cl)cc2)n1)c1ccco1	0.6	i	7.8	i	i	-1.2	i	i	i	-14.9	i
CCCCn1c(SCn2nnc3ccccc3c2=O)nc2cc(S(N)(=O)=O)ccc21	-1.4	i	-2.2	i	i	3.8	i	i	i	-8.7	i

High-throughput results: PubChem, several laboratories
